# GLS inh: glutaminase GLS (human) inhibition. GLS enzymatic activity, qHTS titration. Potency, µM (doses to about 45.5 µM), inactives show at the top dose activity change, negative = inhibition, usual class: inhibitors. hit rate 0.21% among 410,000. AID 624170; note: % is set by controls: 0 for no effect and ±100 for the full control effect
#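 Two-point fluorescence kinetic (t0, 30 min RT) for hKGA; glutamate detected via glutamate oxidase–HRP–Amplex Red. Substrate: 1 mM L-glutamine solution; buffer 45 mM KH2PO4, pH 8.2.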
# BLM inh: Bloom syndrome helicase (human) inhibition; AID 2528; hit rate 0.2% among 350,000; Potency, µM (series often up to 56.1 µM), without a hit: top-dose activity change, negative = inhibition, actives largely listed as inhibitors; recombinant BLM DNA unwinding, fluorescence dequenching;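 note: plate controls were vehicle for no effect and no enzyme for full effect; nearly all actives have a fitted effect of over 35% in size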
# POLI inh: DNA polymerase iota (human) inhibition; Pol iota fluorescent replication assay, 10 min; Potency, µM (series often up to 115 µM), inactives show top-dose activity, negative = inhibition, most hits filed as inhibitors; hit rate 1% among 390,000
#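 Fluorescent replication assay read twice, at 0 min and 10 min after adding 50 nM (final) substrate. Enzyme (10 nM) and compounds were first incubated 15 min at room temperature; enzyme-free buffer wells were negative controls.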
# HP1b chromo inh: blocks HP1-beta chromodomain binding to methylated histone tails; P83916; AlphaScreen HP1-beta / biotin-H3K9me3 peptide binding; Potency, µM (series often up to 114 µM), for inactives: top-dose activity change, negative = inhibition, usual class: inhibitors; hit rate 0.56% among 390,000; note: nearly all actives have a fitted effect of over 70% in size; inactives centre near 23
# Target sequence (P83916 whole entry, looked up): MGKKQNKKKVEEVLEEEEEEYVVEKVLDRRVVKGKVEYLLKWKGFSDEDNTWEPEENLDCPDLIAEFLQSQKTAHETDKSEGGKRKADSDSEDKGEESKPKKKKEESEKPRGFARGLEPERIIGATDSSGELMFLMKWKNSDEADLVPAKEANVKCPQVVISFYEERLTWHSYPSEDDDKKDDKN
#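 HP1-beta protein (50 nM final) preincubated 30 min at room temperature with biotinylated H3(1-18)K9me3 peptide (50 nM) in PBS pH 7.4, 0.01% Tween-20, then compound added for 30 min. AlphaScreen streptavidin donor/nickel chelate acceptor beads (10 ug/mL final), 30 min dark, luminescence read.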
# BAZ2B block: BAZ2B (human) inhibition; Q9UIF8; AlphaScreen BAZ2B-H3K14Ac peptide displacement; Potency, µM (doses to about 114 µM), without a hit: at the highest dose activity change, negative = inhibition, actives largely listed as inhibitors; hit rate 4.4% among 360,000; note: % is set by controls: 0 for no effect and ±100 for the full control effect; nearly all actives have a fitted effect of over 60% in size
#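 BAZ2B 50 nM plus b-H3(5-23)K14Ac 50 nM, PBS pH 7.4/0.01% Tween-20, 30 min RT; compound added (max 110 uM), 30 min RT; streptavidin donor/Ni-chelate acceptor beads 10 ug/mL final, 20 min dark; AlphaScreen read.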
# JMJD2A Tudor inh: inhibitors of human JMJD2A Tudor domain; AlphaScreen JMJD2A-Tudor / H3K4me3 peptide binding; hit rate 4.4% among 390,000; Potency, µM (doses to about 114 µM), without a hit: at the highest dose activity change, negative = inhibition, usual class: inhibitors; note: % is set by controls: 0 for no effect and ±100 for the full control effect; nearly all actives have a fitted effect of over 50% in size
# PGK inhibitor: inhibitors of T. brucei phosphoglycerate kinase. P07378. PGK/GAPDH coupled, Kinase-Glo luminescence, 60 min. Potency, µM (highest dose often 57.5 µM), for inactives: top-dose activity change, negative = inhibition, most hits filed as inhibitors. hit rate 0.043% among 380,000; note: % is set by controls: 0 for no effect and ±100 for the full control effect; nearly all actives have a fitted effect of over 60% in size
#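 Recombinant glycosomal PGK reaction used 1,3-bisphosphoglycerate generated in-well by GAPDH (100nM final) in 100mM TEA pH 7.6, 5mM MgCl2, 0.01% Tween-20. After 60 minutes at room temperature, ATP was read by Kinase-Glo Plus luminescence end-point.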
# Pin1 inh: inhibitors of human Pin1; Pin1 FP peptide displacement, HiFluor488, 10 min; hit rate 0.009% among 390,000; Q13526; Potency, µM (doses to about 115 µM), for the others: at the top dose activity, negative = inhibition, actives largely listed as inhibitors; active = well fitted inhibition curve with a large enough effect in the polarisation, with a control signal flat, not every such curve was filed as active; inconclusive = small, poorly fitted or top-dose-only effect, or effect the other way, or a change in a side signal; inactive = no such curve, though single readings can be large or run the other way; the % refers to the polarisation; note: % is set by controls: 0 for no effect and ±100 for the full control effect
# Target sequence (Q13526 whole entry, looked up): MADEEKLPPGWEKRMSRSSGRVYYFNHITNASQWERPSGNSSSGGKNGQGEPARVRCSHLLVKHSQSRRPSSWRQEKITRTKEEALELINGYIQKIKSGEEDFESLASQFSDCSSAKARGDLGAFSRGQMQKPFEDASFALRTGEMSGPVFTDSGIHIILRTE
# G9a block: inhibitors of human histone lysine methyltransferase G9a | G9a H3K9 monomethylation, AlphaScreen, 2 h | Potency, µM (series often up to 102 µM), inactives show at the highest dose activity, negative = inhibition, most hits filed as inhibitors | AID 504332 | hit rate 8.8% among 350,000; note: % is set by controls: 0 for no effect and ±100 for the full control effect; nearly all actives have a fitted effect of over 75% in size
# Target sequence (Q96KQ7 913-1193 limits assumed): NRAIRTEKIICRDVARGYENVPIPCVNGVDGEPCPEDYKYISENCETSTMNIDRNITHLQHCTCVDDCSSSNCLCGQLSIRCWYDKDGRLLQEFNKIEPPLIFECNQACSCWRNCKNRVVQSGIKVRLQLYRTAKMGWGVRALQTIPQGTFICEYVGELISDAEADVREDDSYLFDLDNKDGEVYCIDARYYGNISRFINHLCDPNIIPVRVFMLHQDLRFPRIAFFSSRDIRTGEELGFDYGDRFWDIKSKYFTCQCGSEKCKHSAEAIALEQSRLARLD
#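 Quantitative HTS format: methyltransferase activity on a biotin-tagged H3K9 peptide is measured by AlphaScreen, using a rabbit anti-monomethyl-H3K9 antibody with streptavidin donor and anti-IgG acceptor beads. Final levels are 20 nM enzyme, 500 nM peptide, 20 uM SAM; 2 h RT.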
# Active calls of the source: *; i = inactive; ? = inconclusive; . = not tested or not shown; & = joins results of further samples; ! = not confirmed by another sample; [ ] = dose if it differs, or a comment. Unless noted, calls come from the whole dose curve; as a rule, active = well fitted curve in the direction sought with a large enough effect; inconclusive = small, poorly fitted or top-dose-only effect, or another doubt; inactive = no such curve, though single readings can be large; an effect the other way counts as inactive or inconclusive. Potency is the fitted concentration of half-maximal effect. These rows are one share of the data, so the mix of outcomes need not match the whole.
no.	GLS inh	BLM inh	POLI inh	HP1b chromo inh	BAZ2B block	JMJD2A Tudor inh	PGK inhibitor	Pin1 inh	G9a block	Compound
1	5%	-13%	12%	45%[activator]	-1%	4%	0%	-7%	-51%[59 µM]	C=CCN(c1cccc(C(F)(F)F)c1)S(=O)(=O)c1cccc(C(=O)OCC(=O)NC(N)=O)c1
2	7%	.	16%	28%	.	-22%	3%	6%	.	O=C(Nc1ccc2nc3n(c(=O)c2c1)CCCC3)c1cncc(Br)c1
3	4%	0%	25%	-11%	?	-26%	0%	-1%	18µM*	COc1ccc(NC2CCCN(C(=O)c3cn(C)c4ccccc34)C2)cc1 (stereo unspecified)
4	2%	3%	-14%	17%	?	?	-5%	-2%	40µM*	O=C(CSc1cn(CCNC(=O)c2ccccc2)c2ccccc12)NCc1ccco1
5	0%	-3%	62%[activator]	19%	0%	-8%	-2%	-10%	.	CC(=O)Oc1ccccc1C1C[C@]2(C)CC(=O)NC2N1C(C)=O (stereo partly specified)
6	3%	-10%	15%	33%	-27%	-17%	4%	-13%	22%[12.7 µM]	CCNC(=S)N1CCC(C(O)(c2ccccc2)c2ccccc2)CC1
7	-6%	-2%	4%	30%	-9%	-23%[11.4 µM]	i	-15%	50µM*	CCOc1ccc(C(=O)Nc2cccc(C)n2)cc1
8	-9%	-6%	8%	17%	?	-21%	-1%	4%	3%	Cc1cccc(-c2cc(C(=O)Nc3c(C)n(C)n(-c4ccccc4)c3=O)c3ccccc3n2)c1
9	6%	-6%	22%	3%	-8%	-27%	0%	0%	?	Cc1nc(-c2ccc(F)cc2)c(CC(=O)N2CCN(S(=O)(=O)c3ccc(F)cc3)CC2)s1
10	5%	5%	17%	-2%	?	-35%	-3%	4%	7%[59 µM]	Cc1ccc2c(Cl)c(C(=O)NCCCn3ccnc3)sc2c1
11	0%	0%	?	57%	-7%	20%	-4%	-3%	-2%[59 µM]	OCCN1CCOCCN(CCO)CCN(CCO)CC1
12	-7%	-1%	43%[activator]	-2%	1%	-18%	i	-1%	11%	O=S(=O)(NCc1csc(-c2cccs2)n1)c1cccs1
13	-8%	4%	-20%	43%[activator]	1%	-2%	-3%	6%	15%[59 µM]	COc1ccc(-n2c(SCC(=O)Nc3cc(C)on3)nc3c(c2=O)SCC3)cc1
14	0%	4%	?	40µM*	50µM*	?	?	86%[activator]	18µM*	Cc1ccc(C(=O)O)cc1-c1ccc(C=C2C(=O)c3ccccc3C2=O)o1
15	15%	1%	9%	30%	0%	-4%	3%	-6%	3%[59 µM]	COC(=O)c1ccccc1NC(=O)c1ccc(-c2cccc(Cl)c2)o1
16	16%	-1%	5%	23%	-4%	-4%	-3%	-1%	3%[12.7 µM]	O=C(c1cnn2cccnc12)N1CCN(Cc2ccc3c(c2)OCO3)CC1
17	13%	.	12%	-1%	.	-23%	-4%	1%	.	O=[N+]([O-])c1cccc(S(=O)(=O)Nc2ccc3cn[nH]c3c2)c1
18	11%	.	15%	18%	.	-10%	-13%	4%	.	CC(=O)N1CCN(C(=O)c2ccc(NS(=O)(=O)c3ccc(Cl)c(Cl)c3)cc2)CC1
19	0%	-5%	-5%	58%[activator]	?	-4%	i	1%	45µM*	O=C(c1ccco1)N1CCN(C(=O)c2cc3c(s2)-c2ccccc2OC3)CC1
20	-7%&-4%	-1%&-4%	29%&12%	53%&-5%[activator]	?	?	-2%	?	4µM*!	Cc1ccc(N(C)S(=O)(=O)c2nnc(NC(=O)c3ccco3)s2)cc1
21	-4%	-6%	65%[activator]	27%	-4%	-7%	-2%	?	2%[2.33 µM]	O=C(CSCc1ccccc1)Nc1ccccc1
22	0%	-17%	23%	6%	9%	-10%	-3%	3%	45µM*	O=C(Nc1ccc2c(c1)OCO2)C1CC(c2c(F)cccc2Cl)=NO1 (stereo unspecified)
23	17%	-2%	-2%	28%	7%	-14%	-2%	0%	-25%[12.7 µM]	Nc1nc(-c2ccccc2)nn1C(=O)Cc1ccccc1
24	0%	-5%	6%	17%	-19%	-17%	i	-6%	18%	Cc1cccc(OCc2occc2C(=O)Nc2cccc(-n3cnnn3)c2)c1
25	0%	-8%	?	34%	-2%	11%	i	16%	-33%	Cc1csc(Nc2ccc(C(=O)O)cc2)n1

# An excerpt from above, limited to POLI inh and HP1b chromo inh:
no.	SMILES	POLI inh	HP1b chromo inh
23	Nc1nc(-c2ccccc2)nn1C(=O)Cc1ccccc1	-2%	28%
24	Cc1cccc(OCc2occc2C(=O)Nc2cccc(-n3cnnn3)c2)c1	6%	17%

# A draw from above in order of molar mass, high to low:
no.	GLS inh	BLM inh	POLI inh	HP1b chromo inh	BAZ2B block	JMJD2A Tudor inh	PGK inhibitor	Pin1 inh	G9a block	Compound
1	5%	-13%	12%	45%[activator]	-1%	4%	0%	-7%	-51%[59 µM]	C=CCN(c1cccc(C(F)(F)F)c1)S(=O)(=O)c1cccc(C(=O)OCC(=O)NC(N)=O)c1
9	6%	-6%	22%	3%	-8%	-27%	0%	0%	?	Cc1nc(-c2ccc(F)cc2)c(CC(=O)N2CCN(S(=O)(=O)c3ccc(F)cc3)CC2)s1
8	-9%	-6%	8%	17%	?	-21%	-1%	4%	3%	Cc1cccc(-c2cc(C(=O)Nc3c(C)n(C)n(-c4ccccc4)c3=O)c3ccccc3n2)c1
4	2%	3%	-14%	17%	?	?	-5%	-2%	40µM*	O=C(CSc1cn(CCNC(=O)c2ccccc2)c2ccccc12)NCc1ccco1
20	-7%&-4%	-1%&-4%	29%&12%	53%&-5%[activator]	?	?	-2%	?	4µM*!	Cc1ccc(N(C)S(=O)(=O)c2nnc(NC(=O)c3ccco3)s2)cc1
16	16%	-1%	5%	23%	-4%	-4%	-3%	-1%	3%[12.7 µM]	O=C(c1cnn2cccnc12)N1CCN(Cc2ccc3c(c2)OCO3)CC1
22	0%	-17%	23%	6%	9%	-10%	-3%	3%	45µM*	O=C(Nc1ccc2c(c1)OCO2)C1CC(c2c(F)cccc2Cl)=NO1 (stereo unspecified)
14	0%	4%	?	40µM*	50µM*	?	?	86%[activator]	18µM*	Cc1ccc(C(=O)O)cc1-c1ccc(C=C2C(=O)c3ccccc3C2=O)o1
12	-7%	-1%	43%[activator]	-2%	1%	-18%	i	-1%	11%	O=S(=O)(NCc1csc(-c2cccs2)n1)c1cccs1
10	5%	5%	17%	-2%	?	-35%	-3%	4%	7%[59 µM]	Cc1ccc2c(Cl)c(C(=O)NCCCn3ccnc3)sc2c1
17	13%	.	12%	-1%	.	-23%	-4%	1%	.	O=[N+]([O-])c1cccc(S(=O)(=O)Nc2ccc3cn[nH]c3c2)c1

# Additional structures follow.
no.	GLS inh	BLM inh	POLI inh	HP1b chromo inh	BAZ2B block	JMJD2A Tudor inh	PGK inhibitor	Pin1 inh	G9a block	Compound
26	3%	.	9%	20%	.	-23%	1%	0%	.	CN(C(=O)c1cccc(NC(=O)Cc2cccc(NC(=O)C3CCN(C(=O)c4ccccc4)CC3)c2)c1)C1CCCC1
27	5%	1%	?	?	-5%	-14%	6%	2%	10µM*	Cc1cc(C)cc(OCC(=O)Nc2nc(-c3cccnc3)cs2)c1
28	-4%	-3%	-3%	18%	-6%	-7%	i	0%	1%[59 µM]	CCOc1ccc(-c2nnc(-c3ccco3)o2)cc1
29	-6%	1%	?	6%	0%	-15%	i	35%	-2%[59 µM]	Cc1cccc(C)c1NC(=O)CSc1nc2ccccc2c2nc(CCc3c(C)n[nH]c3C)nn12
30	0%	.	9%	25%	.	-2%	8%	-1%	.	O=C(NCCc1nnc2ccc(N3CCCCCC3)nn12)c1ccccc1F
31	45%[activator]	2%	2%	-1%	3%	-18%	i	2%	-15%[59 µM]	CCC(=O)NC(C)C(c1cccs1)N1CCN(c2ccccc2)CC1 (stereo unspecified)
32	3%	.	24%	17%	.	-22%	-5%	1%	.	CC(C)(C)c1sc(N)nc1-c1ccccc1
33	-6%	-3%	124%[activator]	17%	4%	-3%	0%	6%	?	NC(=O)c1nsc(C(=O)N(Cc2ccc(F)cc2)C(C(=O)NCC2CCCO2)c2ccc(F)cc2)c1N (stereo unspecified)
34	6%	-8%	5%	-3%	-26%	?	1%	?	?	CC(c1ccon1)N(C)Cc1cn[nH]c1-c1ccc(-c2ccccc2)cc1 (stereo unspecified)
35	7%	1%	21%	35%	-25%	-8%	-7%	0%	-27%[59 µM]	COc1cccc(N2CCN(C(=O)c3ccc(CS(=O)c4cccc(Cl)c4)o3)CC2)c1 (stereo unspecified)
36	9%	.	-18%	15%	13%	-3%	0%	-1%	2%	COc1ccc(/C=C(\C#N)C(=O)OCC(=O)N(C)C2CCS(=O)(=O)C2)cc1 (stereo unspecified)
37	0%	-3%	-2%	46%[activator]	0%	3%	-4%	4%	16%	Cc1cc(C(F)(F)F)nn1CC(=O)N1CCCCC1C (stereo unspecified)
38	-1%	1%	16%	27%	11%	-11%	9%	-17%	5%	Cc1noc(C)c1S(=O)(=O)NC1CCN(Cc2ccccc2)CC1
39	-3%	-1%	24%	18%	-18%	-21%	0%	5%	?	COc1cc(C2CC(=O)c3c(O)cc(O)cc3O2)ccc1O (stereo unspecified)
40	-4%	-4%	-17%	17%	12%	-9%	-16%	3%	-24%	CCC(=O)Nc1nc2c(OC)ccc(OC)c2s1
41	-3%	-2%	10%	15%	1%	-14%	-3%	0%	17%[59 µM]	CC(=O)N1CCc2cc(S(=O)(=O)NC(CC(C)C)C(=O)Nc3ccc4c(c3)OCCO4)ccc21 (stereo unspecified)

# Results in sequence from the entries so far:
# G9a block for entries 30 to 35: ., -15%[59 µM], ., ?, ?, -27%[59 µM]

# Screens: PubChem, National Center for Advancing Translational Sciences (NCATS)
